# OXTR potentiator = human OXTR potentiators, primary screen, fluorescence, CHO-OTR cells, Fluo-8 calcium. actives 0.061% (n = 320,000). Fluo-8 calcium fluorescence, potentiator mode; 0% = oxytocin EC15, 100% = EC100. activation, % at 3 µM. Oxytocin receptor (Homo sapiens), P30559;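 active = activation above that plate's cutoff, the mean activation of tested compounds plus 3 SD, cut at about 6.6% in these data, passing the limit was not always enough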;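 also: 100% uses oxytocin at 75 nM as the full agonist control; some results filed as inactive read as strong as hits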
#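 System: human OTR in CHO cells; Also added: sub-maximal oxytocin, roughly EC15; Timing: compound 6 min at room temperature before oxytocin, 100 s read; Technique: Fluo-8 intracellular calcium fluorescence, ex 470-495, em 515-575 nm; Controls: oxytocin EC15 low and EC100 high; Replication: singlicate.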
# CHO-K1 Ca PAM = nonselective calcium activators in parental CHO-K1 cells, primary screen, counter-screen for M1 PAM project, cell-based, Fluo-8 calcium fluorescence, full deck, 1536-well. activation, % at 3 µM. actives 0.02% (n = 360,000). ATP EC20; 0% at ATP EC20, 100% at ATP max. AID 602247, 2012;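 active = activation above the run cutoff, the mean activation of all test compounds plus 3 SD, cut at about 40% in these data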;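 also: peak over basal fluorescence ratio in a 140 s read after ATP addition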
# CHO parental Ca = ATP-evoked calcium signal inhibitors, parental CHO, primary screen, counter-screen for OX1R antagonist project, cell-based, fluorescence, Fluo-8 calcium dye. parental CHO-K1, ATP-induced calcium, Fluo-8 fluorescence. inhibition, % at 5.6 µM. actives 0.63% (n = 330,000);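 active = inhibition above that plate's mean sample inhibition plus 3 SD, cut at about 26% in these data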;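 also: 0% = ATP-challenged DMSO wells and 100% = DMSO wells without ATP; some compounds past the cut are filed as inactive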
#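 Assay system: parental CHO cells; Read-out basis: percent inhibition of ATP-evoked calcium rise, normalized to controls; Benchmarks: ATP and no-ATP DMSO wells; Compound dosing: single nominal dose of 5.6 µM per compound; Signal: Fluo-8 calcium dye fluorescence; Also added: ATP as calcium-mobilizing challenge; Repeats: singlicate.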
# M1 ag parental = counter-screen for M1 agonists: effect in parental CHO-K1 cells; Fluo-8 calcium fluorescence; scaled to maximal ATP response, vehicle zero; activation, % at 3 µM; actives 0.48% (n = 360,000); AID 602248, 2012; in the data active = activation above about 15%;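 also: untransfected CHO-K1 host cells lacking M1 receptor as counterscreen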
# M1 antag = human M1 muscarinic receptor antagonists, primary screen, CHO-K1 cells, Fluo-8 calcium fluorescence, 1536-well. inhibition, % at 3 µM. Muscarinic acetylcholine receptor M1 (Homo sapiens), P11229. CHO-K1 hM1, ACh EC80 antagonist. AID 588852, 2011. actives 1.3% (n = 360,000);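 active = percent inhibition above its own plate's cutoff, namely the mean of that plate's compound wells plus 3 SD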;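 also: peak over basal fluorescence ratio during 140 s after agonist addition; 0% = ACh EC80 plus DMSO and 100% = DMSO alone without agonist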
# Target sequence (P11229 whole entry, looked up): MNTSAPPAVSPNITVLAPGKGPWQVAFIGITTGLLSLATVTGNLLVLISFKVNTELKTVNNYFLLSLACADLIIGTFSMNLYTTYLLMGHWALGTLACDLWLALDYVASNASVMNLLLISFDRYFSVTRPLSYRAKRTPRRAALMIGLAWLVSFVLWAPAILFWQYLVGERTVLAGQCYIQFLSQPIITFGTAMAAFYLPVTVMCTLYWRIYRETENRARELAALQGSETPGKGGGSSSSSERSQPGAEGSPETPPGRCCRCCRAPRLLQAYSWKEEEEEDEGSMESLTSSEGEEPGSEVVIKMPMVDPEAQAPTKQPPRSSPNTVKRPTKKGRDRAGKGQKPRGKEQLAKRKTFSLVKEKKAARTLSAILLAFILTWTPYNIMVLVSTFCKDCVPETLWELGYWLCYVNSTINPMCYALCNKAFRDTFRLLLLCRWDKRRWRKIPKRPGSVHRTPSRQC
# M1 ag = human M1 muscarinic receptor agonists, primary screen, Fluo-8 calcium fluorescence, CHO-K1 cells, HTS | activation, % at 3 µM | CHO-K1 hM1, agonist mode; 0% DMSO, 100% acetylcholine EC100 | actives 0.33% (n = 360,000);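 active = activation above the run's mean compound activation plus 3 SD, cut at about 16% in these data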;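 also: peak over basal fluorescence ratio within a 140 s kinetic read after compound addition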
# CHO-K1 Ca antag = counter-screen for M1 antagonists: effect in parental CHO-K1 cells. actives 0.6% (n = 360,000). AID 602250. inhibition, % at 3 µM. ATP-induced calcium, Fluo-8 fluorescence;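 active = inhibition above a per-plate cutoff, the plate's mean sample inhibition plus 3 SD, cut at about 24% in these data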;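 also: 0% = DMSO plus EC80 ATP and 100% = DMSO alone without ATP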
# TAAR1 ag = human TAAR1 agonists, primary screen, Fluo-8 calcium fluorescence, CHO RD-HGA16 cells | Trace amine-associated receptor 1 (Homo sapiens), Q96RJ0 | activation, % at 3 µM | vehicle wells 0%, saturating PEA agonist 100% | actives 0.99% (n = 360,000);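 active = activation above the mean activation of all test compounds in the run plus 3 SD, cut at about 38% in these data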
# Target sequence (Q96RJ0 whole entry, looked up): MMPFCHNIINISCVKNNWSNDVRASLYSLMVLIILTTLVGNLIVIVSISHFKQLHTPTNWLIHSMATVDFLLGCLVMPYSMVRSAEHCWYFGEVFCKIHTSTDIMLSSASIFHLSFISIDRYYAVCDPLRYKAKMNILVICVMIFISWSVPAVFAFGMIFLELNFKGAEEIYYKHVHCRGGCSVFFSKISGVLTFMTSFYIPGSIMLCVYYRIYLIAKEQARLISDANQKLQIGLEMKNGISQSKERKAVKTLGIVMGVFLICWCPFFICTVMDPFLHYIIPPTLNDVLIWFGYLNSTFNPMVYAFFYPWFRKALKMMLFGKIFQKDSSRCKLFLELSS
#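 Signal – calcium-sensitive Fluo-8 signal, excitation 470-495, emission 515-575 nm · System – RD-HGA16 (CHO) cells co-expressing Gα16 and hTAAR1 · Incubation – 17-24 h seeding, 75 min 37 °C dye, 30 min RT · Compound dosing – 3 µM single concentration · Repeats – no replicates (n 1)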
# TAAR1 antag = human TAAR1 antagonists, primary screen, Fluo-8 calcium fluorescence, CHO RD-HGA16 cells; actives 1.5% (n = 360,000); Trace amine-associated receptor 1 (Homo sapiens), Q96RJ0; inhibition, % at 3 µM; antagonist;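 active = inhibition above a per-plate cutoff, the mean inhibition of test compounds on that plate plus 3 SD, cut at about 49% in these data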;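 also: 0% = DMSO plus EC80 beta-PEA response and 100% = DMSO alone without agonist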
#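 Test system: CHO RD-HGA16 cells bearing hTAAR1 | Reagent: β-PEA, EC80 | Compound dosing: 3 µM, single point | Schedule: Dye loading 75 min at 37 °C, then 30 min room temperature | Signal: Calcium fluorescence with Fluo-8 | Evaluation: Percent inhibition of PEA-evoked calcium signal, max/basal emission ratio | Control set: DMSO-only wells and EC80 β-PEA-stimulated wells | Repeats: Singlicate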
# An asterisk follows results filed as active; . = not tested or not shown.
# Start of the data: the first 3 compounds, to show the layout:
SMILES,OXTR potentiator,CHO-K1 Ca PAM,CHO parental Ca,M1 ag parental,M1 antag,M1 ag,CHO-K1 Ca antag,TAAR1 ag,TAAR1 antag
COCC1CCCN(Cc2nc(-c3ccc4c(c3)OCO4)no2)C1 (configuration not stated),-12,-4,-12,1.7,3,-5,-11,1,-15
O=S(=O)(Cc1cc(-c2ccccc2)no1)c1ccccc1,-4,-19,3,0.7,8,-1,13,2,4
COc1ccc(/C=C/CN2CCC(Oc3ccc(C(=O)N4CCCCC4)cc3)CC2)cc1,-10,2,-11,3.1,44*,-5,1,3,-1

# The listing, from the start:
SMILES,OXTR potentiator,CHO-K1 Ca PAM,CHO parental Ca,M1 ag parental,M1 antag,M1 ag,CHO-K1 Ca antag,TAAR1 ag,TAAR1 antag
COCC1CCCN(Cc2nc(-c3ccc4c(c3)OCO4)no2)C1 (configuration not stated),-12,-4,-12,1.7,3,-5,-11,1,-15
O=S(=O)(Cc1cc(-c2ccccc2)no1)c1ccccc1,-4,-19,3,0.7,8,-1,13,2,4
COc1ccc(/C=C/CN2CCC(Oc3ccc(C(=O)N4CCCCC4)cc3)CC2)cc1,-10,2,-11,3.1,44*,-5,1,3,-1
CC(C(=O)N1CCN(Cc2ccc3c(c2)OCO3)CC1)n1cc([N+](=O)[O-])cn1 (configuration not stated),2,2,-3,7.2,-3,-7,-19,3,-18
O=S(=O)(c1ccccc1)N1N=C(c2ccccc2)CC1c1ccccc1 (configuration not stated),-7,13,-10,0.7,-2,-12,-17,0,6
OCCCNCc1cccc2ccccc12,-11,0,-15,-0.4,1,-1,12,4,4
Nc1ncnc2c1ncn2C1CCCC(CO)O1 (configuration not stated),.,7,.,0.6,-16,-1,-13,2,-20
COc1ccccc1CNC(=O)CCCC(=O)n1nc(C)c2ccccc21,-2,27,-3,1.1,-5,-4,-3,-2,-13
Cc1cc(C)c(S(=O)(=O)c2cccc(Br)c2C)c(=O)[nH]1,-5,4,1,0.9,0,2,2,1,-14
Cc1cc(C)n2cc(CSc3nncn3C)nc2n1,-3,7,-5,0.3,-3,-5,3,2,-20
CCN1C(=O)Cc2cc(S(=O)(=O)N3CCOCC3)ccc21,-10,6,-12,-0.1,-10,-4,-1,4,-2
CC1=C(C(=O)N2CCCC(N3CCN(c4ccccc4F)CC3)C2)OCCO1 (configuration not stated),-4,13,-13,0.0,12,-2,8,0,-4
Cn1c(SCC(=O)NCc2ccccc2)nnc1-c1ccc(NC(=O)CCc2ccccc2)cc1,-9,17,-4,1.0,-7,-2,-22,4,14
COc1cc2c(C(=O)N3CCOCC3)c(CSc3ccccc3)n(C)c2cc1Br,-5,9,-41,1.9,4,-2,2,6,18
C=CCn1c(SCC(=O)Nc2ccc3c(c2)OCO3)nnc1-c1ccccc1OC,-3,7,-11,0.9,-32,0,1,4,5
CCN1C(C)=C(C)S/C1=C1\SC(=S)N(NC(C)=O)C1=O,-1,-24,-13,-0.5,9,-2,16,8,3
Cc1cc(C)c(S(=O)(=O)N2CCCC2)c(C)c1,-2,26,-4,1.2,-11,-3,-13,2,-10
COc1ccc(C(=O)Nc2ccc(Br)cn2)cc1S(=O)(=O)N1CCOCC1,-5,-16,-13,2.1,-10,-2,-7,4,0
COc1ccc2nc(SCC(=O)Nc3ccc4sc(C)nc4c3)c(C#N)cc2c1,2,3,-12,-0.1,-6,-3,4,4,8
O=C(Cn1nnc(-c2cccc(C(F)(F)F)c2)n1)NNS(=O)(=O)c1cccc(C(F)(F)F)c1,0,-22,-11,-0.1,3,0,12,4,-2
Cc1cc(N2C(=O)C(=O)/C(=C(/O)c3ccccc3)C2c2cccc(Br)c2)no1 (configuration not stated),-3,-21,-6,0.1,-1,-3,2,1,-26
O=[N+]([O-])c1ccc2c(c1)nc1n2CCSC1,-6,7,-9,0.5,-8,-4,-5,2,-9
CS(=O)(=O)N1CCC(C(=O)Nc2cc(Cl)ccc2Cl)CC1,0,-7,-15,0.9,-4,-1,-10,2,-15
CN(C)CCNC(=O)C(=O)NCC1OCCN1S(=O)(=O)c1ccc(F)cc1 (configuration not stated),.,-2,.,1.1,-4,2,8,1,-12
COC(=O)CN(C#N)c1nc(SC)nc(N(C)C)n1,4,16,-15,-0.6,-5,-7,-15,3,1
Cn1c(NCc2ccncc2)nc2cc(-c3ccsc3)sc2c1=O,.,3,.,0.6,-13,-4,-4,4,-7
Cc1ccc(CC2C(=O)N(c3cc(C)ccc3C)C(=O)C2C)cc1 (configuration not stated),-15,2,-39,1.3,-5,-3,1,6,-4
O=C(Cc1ccccc1F)Nc1nc(-c2ccc(F)cc2)cs1,-9,-1,-12,12,23,-5,6,5,74*
Cc1cc(NC(=O)CCCN2C(=O)/C(=C\c3cccs3)SC2=S)no1,-6,-3,-7,1.0,-4,-3,-3,0,-1
CCS(=O)(=O)NCc1cn2ccsc2n1,-5,18,-8,0.2,-3,-4,-8,8,-14
CCCn1c(SCC(=O)NCC(=O)Nc2ccc(F)c(F)c2F)nc2ccccc2c1=O,0,3,-24,-0.5,4,-4,-1,0,-13
O=C(CSc1cccc[n+]1[O-])Nc1c(Br)cc([N+](=O)[O-])cc1Br,-9,-12,-15,0.0,4,-2,3,5,-18
CN(C)c1ccc(C=NN2CCCCCC2)cc1,.,15,.,2.2,-9,-4,-10,0,-5
Cc1ccc(NC(=O)NCCCCc2ccccc2)cc1,-7,-6,22,5.3,-1,-2,-8,-2,-20
COc1ccc(Cl)cc1NC(=O)c1nnn(CC(=O)Nc2ccc(C)c(C)c2)c1N,-5,-18,-2,0.2,17,-2,16,5,-27
CCOC(=O)N/N=C\c1ccc(-c2cc(Cl)ccc2Cl)o1,-9,18,-10,-0.3,-4,-9,-14,1,5
O=C(Nc1ccc(Oc2ccc3ccccc3c2)cc1)c1ccco1,-18,8,27,1.4,9,-2,-2,1,27
Cc1cc(C)n2c(SCC#N)nnc2n1,-4,2,1,-0.5,1,-3,4,2,-10
Cc1ccc(S(=O)(=O)N2CCN(C(=O)CN3C(=O)c4ccccc4C3=O)CC2)c(C)c1,5,19,-7,1.0,-2,-1,-3,1,-6
COC(=O)C1=C(C(=O)OC)[C@@H]2N(Cc3ccccc3)c3ccccc3[C@@]23C[C@@H](C(=O)OC)N(C(=O)NC2CCCCC2)C3=N1,7,8,-21,0.0,-6,-2,-7,2,-7
Cc1cc(C)nc(NC2=NCCN2C(=O)NC2CCCCC2)n1,-2,7,-25,-0.2,-9,-2,-7,0,-4
Cc1ccc(CC(=O)N(Cc2ccccc2)c2ccccn2)cc1,-2,-1,-14,0.0,5,-7,-2,1,-15
CCOc1cnn(Cc2ccccc2)c(=O)c1SCc1ccccc1,-10,-3,-25,0.2,5,-5,-1,7,-3
Cc1cc(Cl)nc2c(C(C)C)cccc12,-4,4,2,-0.3,-3,-5,2,6,-26
C#CCNC(=O)C1=C[C@H](c2ccc3c(c2)OCO3)C[C@H](OCc2ccc(CO)cc2)O1,0,17,-8,0.3,1,-2,-6,5,-6
CCc1ccc(OCCCC(=O)NCc2ccccc2)cc1,2,-13,-15,-0.2,23,-5,18,-2,1
Cc1ccc2c(n1)sc1c(N)ncnc12,-3,17,-10,-0.1,-41,0,-5,-2,-15
COc1ccc(CC2(CO)CCN(Cc3c(C)nn(C(C)C)c3C)CC2)cc1,1,7,-20,0.2,4,-13,-10,10,17
COc1cccc(C(C)(O)c2nc(-c3cccc4cccnc34)cs2)c1 (configuration not stated),.,7,.,1.2,0,-3,-10,-1,-13
COc1ccc(NC(=O)c2cc(C)nc3ccccc23)cc1S(=O)(=O)Nc1ccccc1Cl,-5,16,-7,3.6,2,-7,1,4,29

# Additional records:
SMILES,OXTR potentiator,CHO-K1 Ca PAM,CHO parental Ca,M1 ag parental,M1 antag,M1 ag,CHO-K1 Ca antag,TAAR1 ag,TAAR1 antag
CCCCN(CC)CCNC(=O)c1cn(C)c(=O)c2c1c1ccccc1n2C,-7,5,4,5.7,-12,-4,2,1,-5
COC(=O)[C@]12CCCCC=C1N(Cc1ccccc1)C(=O)[C@H](CC(=O)NCC13CC4CC(CC(C4)C1)C3)C2,.,14,.,1.3,.,.,-13,-1,5
O=C(CCN1C(=O)c2ccc(Br)cc2C1=O)NC1CCCCC1,-6,3,12,4.3,-8,3,-7,2,3
Cc1cc(=O)[nH]c(SCC(=O)Nc2ccc(N3CCCCC3)cc2)n1,2,-12,43*,-0.1,10,-2,-5,-2,-1
COc1ccc(CNC(=O)C2CC(=O)N(C3CCCC3)C2)cc1 (configuration not stated),-1,12,2,0.2,-13,-2,0,1,-36
Cc1cccc(NC(=O)c2cc3ccccc3nc2C)c1,-4,7,-29,0.9,-7,-4,-7,2,-26
c1ccc(-n2nc3c(ccc4cnnc43)[nH]2)cc1,-12,0,-11,0.2,-12,4,13,8,3
CCOC(=O)c1cc(-c2ccccc2)nn1Cc1cc(CC)no1,0,8,-26,-0.1,-6,-10,-13,4,2
CC(C)N(C)S(=O)(=O)c1ccc(Cl)c(C(=O)O)c1,-3,19,-10,1.5,-12,-4,-18,0,-13
NC(=O)C1CCN(C(=O)c2ccc(NS(=O)(=O)c3ccc(F)cc3)cc2)CC1,-8,9,-6,0.2,-2,-2,-10,0,5
C=C(C)COC(=O)c1ccccc1C(=O)OCC1(C)CO1 (configuration not stated),.,-5,.,-0.2,-14,-2,-13,2,-23
O=C(CSc1nncn1-c1ccccc1)N1CCCC1,-4,16,-4,0.3,-7,-1,-13,4,-19
COc1ccc(N2CCN(Cc3nnc(-c4ccccc4)o3)CC2)cc1,-7,3,-7,2.1,3,-5,13,1,-6
CCn1c(=O)oc2cc(NC(=O)CCl)ccc21,-11,9,8,0.2,3,2,-7,2,-3
N#Cc1sc2nc(-c3cccs3)cc(-c3ccccc3)c2c1N,-5,10,-4,0.6,1,-1,-9,0,-10
Cc1cc(C)cc(NC(=O)c2ccccc2NC(=O)CCC(=O)O)c1,-7,22,2,0.4,8,-6,-6,0,1
CCCC(=O)Nc1ccc(NC(=O)c2ccccn2)cn1,-2,13,-14,0.5,-28,-2,4,3,3

# Compounds were not picked by outcome. Share with any hit: about 4.2%.
